Menin-MLL TR inh: inhibitors of human menin-MLL interaction, mutant MLL peptide. O00255. Menin + Texas Red MLL mutant peptide, fluorescence polarization. Potency, µM (doses to about 61.6 µM), inactives show top-dose FP activity change, negative = inhibition, hits mostly inhibitors. 0.23% of 270,000 active. AID 1768; active means well fitted inhibition curve with a large enough effect in the polarisation, with a control signal flat, not every such curve was filed as active; inconclusive means small, poorly fitted or top-dose-only effect, or effect the other way, or a change in a side signal; inactive means no such curve, though single readings can be large or run the other way; the % refers to the polarisation; further: potency means the concentration at half of the fitted maximal effect; % of control where 0% means no effect; many of its hits are not listed in these tables
USP2a inh: USP2a (human) protease inhibition. O75604. USP2 core, Ub-CHOP2 coupled fluorogenic reporter, 485/531. Potency, µM (top dose mostly 38.3 µM), without a hit: at the top dose activity change, negative = inhibition, actives largely listed as inhibitors. 0.01% of 330,000 active;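 further: potency means the concentration at half of the fitted maximal effect; plate controls were DMSO wells for no effect and full inhibition by NEM control for full effect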
Target sequence (O75604 whole entry, looked up): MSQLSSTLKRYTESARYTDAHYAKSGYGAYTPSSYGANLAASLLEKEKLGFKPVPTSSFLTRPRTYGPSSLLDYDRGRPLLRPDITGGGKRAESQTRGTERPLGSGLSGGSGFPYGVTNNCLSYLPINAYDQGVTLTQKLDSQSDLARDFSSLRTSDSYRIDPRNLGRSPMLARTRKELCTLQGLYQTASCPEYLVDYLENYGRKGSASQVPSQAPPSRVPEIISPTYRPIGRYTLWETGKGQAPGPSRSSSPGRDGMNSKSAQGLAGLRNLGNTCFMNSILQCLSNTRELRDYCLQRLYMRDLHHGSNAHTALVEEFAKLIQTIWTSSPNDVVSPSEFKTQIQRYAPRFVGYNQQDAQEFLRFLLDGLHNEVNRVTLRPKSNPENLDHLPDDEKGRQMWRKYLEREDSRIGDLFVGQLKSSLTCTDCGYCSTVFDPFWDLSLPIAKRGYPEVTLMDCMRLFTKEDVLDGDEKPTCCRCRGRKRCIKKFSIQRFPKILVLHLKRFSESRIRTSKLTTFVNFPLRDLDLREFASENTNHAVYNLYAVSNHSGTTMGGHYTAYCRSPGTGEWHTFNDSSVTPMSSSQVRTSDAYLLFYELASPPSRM
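Cell-free coupled assay: 10nM USP2 core preincubated 30min RT with compound in Tris-HCl pH 8.0/CaCl2/CHAPS buffer, then 25nM Ub-CHOP2 and 25nM reporter substrate; fluorescence (Ex 485/Em 531) read after 60min RT, normalized to NEM inhibition, concentration-response curves fitted.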
BCR signal inh: inhibitors of chronic active B-cell receptor signaling | ABC-DLBCL IkBa-CBG/CBR reporter, luminescence ratio, 4 h | Potency, µM (titrated, usually from 46.1 µM), for inactives: at the top dose ratio change, negative = lower green/red ratio, most hits filed as inhibitors | 0.05% of 340,000 active; active means well fitted inhibition curve with a large enough effect in the signal ratio, with a control signal flat, not every such curve was filed as active; inconclusive means small, poorly fitted or top-dose-only effect, or effect the other way, or a change in a side signal; the % refers to the signal ratio;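 further: potency means the concentration at half of the fitted maximal effect; plate controls were basal doxycycline-induced cells for no effect and cells given 10 µM MG132 for full effect; MG132 reads +100%, hits lower the ratio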
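TMD8 human ABC-DLBCL cells with doxycycline-inducible IκBα–green luciferase fusion and unfused red luciferase, in 0.5% FBS medium; compounds up to 46 uM, 4 h at 37C. Green/red luminescence ratio, filter-overlap corrected, fitted to concentration-response curves.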
GALK inhibitor: galactokinase (human) inhibition; Purified GALK, Kinase-Glo residual ATP luminescence; 0.007% of 270,000 active; Potency, µM (titrated, usually from 57.5 µM), without a hit: at the highest dose activity change, negative = inhibition, hits mostly inhibitors; further: potency means the concentration at half of the fitted maximal effect; on the % scale 0 is the no-effect control and ±100 the full control effect
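Luminescence from leftover ATP (Ultra-Glo luciferase/luciferin) served as read-out after a 1 h room-temperature reaction of 5 nM GALK with 35 uM ATP and 100 uM galactose.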
MBNL1-CUG inh: MBNL1-poly(CUG) RNA binding inhibition | TR-FRET MBNL1-His/biotin-(CUG)12 binding, 665/545 ratio | Potency, µM (series often up to 57.5 µM), for the others: at the highest dose activity change, negative = inhibition, most hits filed as inhibitors | 0.036% of 280,000 active | AID 2675; active means well fitted inhibition curve with a large enough effect in the signal ratio, with a control signal flat, not every such curve was filed as active; inconclusive means small, poorly fitted or top-dose-only effect, or effect the other way, or a change in a side signal; inactive means no such curve, though single readings can be large or run the other way; the % refers to the signal ratio; further: potency means the concentration at half of the fitted maximal effect; on the % scale 0 is the no-effect control and ±100 the full control effect
Target sequence (Q9NR56 whole entry, looked up): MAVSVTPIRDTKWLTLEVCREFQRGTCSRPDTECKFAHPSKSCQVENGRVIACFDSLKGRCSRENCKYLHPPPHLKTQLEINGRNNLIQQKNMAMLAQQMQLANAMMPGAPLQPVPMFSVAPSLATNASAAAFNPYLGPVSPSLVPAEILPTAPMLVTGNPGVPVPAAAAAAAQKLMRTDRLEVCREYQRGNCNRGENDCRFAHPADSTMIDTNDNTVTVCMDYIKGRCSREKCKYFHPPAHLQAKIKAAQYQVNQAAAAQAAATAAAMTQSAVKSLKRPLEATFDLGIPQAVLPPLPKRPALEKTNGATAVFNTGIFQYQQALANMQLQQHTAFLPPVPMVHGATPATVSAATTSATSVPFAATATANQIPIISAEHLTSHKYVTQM
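TR-FRET readout: Ex 340 nm, 665/545 nm emission ratio, normalized to buffer-only (basal) and MBNL1-(CUG)12 controls. Complex of MBNL1-His with Biotin-(CUG)12, compounds 92 nM–58 uM, incubated 60 min at room temperature.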
PKM2 activator: PKM2 (human) enzyme activation; P14618; purified PKM2, Kinase-Glo ATP luminescence, activation; response scale: 0% is enzyme alone, no compound; Potency, µM (titrated, usually from 57.5 µM), without a hit: top-dose activation, hits mostly activators; 0.34% of 260,000 active; further: potency means the concentration at half of the fitted maximal effect; on the % scale 0 is the no-effect control and ±100 the full control effect; nearly all actives have a fitted effect of over 55% in size
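ATP formation by purified human PK-M2, quantified via coupled luciferase luminescence after 1 h at room temperature with 0.1 mM ADP and 0.5 mM PEP final.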
Mito fusion act: inhibitors of mitochondrial division or activators of mitochondrial fusion; S. cerevisiae fusion-defective mutant growth rescue, CellTiterGlo 48 h; Potency, µM (series often up to 46.1 µM), without a hit: at the top dose growth rescue (activation), most hits filed as activators; 0.23% of 320,000 active;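 further: potency means the concentration at half of the fitted maximal effect; % of control where 0% means no effect; nearly all actives have a fitted effect of over 45% in size; temperature-sensitive fusion mutants such as fzo1-1 at 37 °C on non-fermentable ethanol glycerol medium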
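Luminescent cell viability in 1536-well qHTS format served as the measure of rescued growth in ts fusion-mutant S. cerevisiae cultured on non-fermentable YPEG for 48 hours at 37C.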
ASM inhibitor: human S-ASM enzyme inhibition | P17405 | placental ASM, HMU-PC fluorogenic substrate, 60 min | Potency, µM (highest dose often 57.5 µM), for the others: at the top dose activity change, negative = inhibition, usual class: inhibitors | 0.006% of 340,000 active | AID 504937; further: potency means the concentration at half of the fitted maximal effect
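Fluorescence read-out (Ex 386 nm, Em 447 nm) after stopping the reaction at pH 10. Enzyme: ASM from human placenta; substrate HMU-PC0, 9 uM final; 60 min, 37 °C. Compound preincubation 10 min, ambient temperature.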
hERG WT inh: KCNH2 (human, wildtype) channel inhibition; U2OS, BacMam KCNH2, thallium flux FluxOr; active compounds read low; activity change, % at 1.84 µM; 0.37% of 340,000 active; AID 720551;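 active means maximum activity change below -70%; inconclusive means maximum activity change between -70% and -50%; inactive means maximum activity change above -50%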; further: on the % scale 0 is the no-effect control and ±100 the full control effect
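U2OS cells transduced with wild-type KCNH2 virus are loaded with FluxOr dye for 45 min, and thallium flux is measured in kinetic reads before and after stimulation buffer. Rate constants are normalized to DMSO controls.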
TSHR antag: antagonists of human thyroid stimulating hormone receptor; P16473; TSHR-expressing cells, TSH-stimulated cAMP HTRF, 2 h; active compounds read low; activity change, negative = inhibition, % at 11.5 µM; 0.2% of 330,000 active; AID 504810;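 active means activity change below a set negative limit, meaning inhibition stronger than a set level, cut at about -70% in these data; inconclusive means activity change between two set negative limits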; further: on the % scale 0 is the no-effect control and ±100 the full control effect
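Freshly harvested TSHR cells receive pin-tooled compound, then EC80 TSH at 4nM final. After 2 hours at 37 deg C, antibody in lysis buffer and cAMP-d2 are added; 30 minutes at ambient temperature precede the HTRF read.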
Eya2 inh: Eya2 (human) phosphatase inhibition. O00167. 0.006% of 330,000 active. Potency, µM (top dose mostly 76.9 µM), without a hit: at the top dose activity, negative = inhibition, most hits filed as inhibitors. recombinant Eya2, OMFP fluorescence dephosphorylation (OMFP is methylfluorescein phosphate). AID 488837; further: potency means the concentration at half of the fitted maximal effect; on the % scale 0 is the no-effect control and ±100 the full control effect
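Eya2 (0.2 uM) preincubated 10 min at ambient with compound, then OMFP substrate added at 50 uM; 10 min reaction in 50 mM HEPES pH 7.5, 50 mM NaCl, 5 uM MgCl2, 0.05% BSA, 1 mM DTT. Fluorescence read at Ex 485/Em 525 nm.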
The depositor's hits bear a star. Unless noted, the call rests on the fitted dose curve; in most records, active means well fitted curve in the direction sought with a large enough effect; inconclusive means small, poorly fitted or top-dose-only effect, or another doubt; inactive means no such curve, though single readings can be large; an effect the other way counts as inactive or inconclusive.

Cc1ccc(CNS(=O)(=O)c2ccc3c(c2)n(C)c(=O)c(=O)n3C)cc1 was read as Menin-MLL TR inh 1%, USP2a inh 3%, BCR signal inh -1%, GALK inhibitor 8%, MBNL1-CUG inh -8%, PKM2 activator 4%, Mito fusion act 3%, ASM inhibitor -1%, hERG WT inh -6, TSHR antag -2 and Eya2 inh -28%.
For CCc1nnc(NC(=O)C2Cc3ccccc3CN2S(=O)(=O)c2c(C)c(C)cc(C)c2C)s1 (stereo not drawn) the results were USP2a inh 0%, BCR signal inh inconclusive, GALK inhibitor -1%, MBNL1-CUG inh 4%, PKM2 activator 3%, Mito fusion act 8%, ASM inhibitor -3%, hERG WT inh -15, TSHR antag -3 and Eya2 inh -6%.
`Cc1ccc(-c2csc3nc[nH]c(=O)c23)cc1` gave Menin-MLL TR inh -9%, USP2a inh 0%, BCR signal inh -11%, GALK inhibitor 8%, MBNL1-CUG inh -6%, PKM2 activator -4%, Mito fusion act -8%, ASM inhibitor 4%, hERG WT inh 4, TSHR antag -5 and Eya2 inh -13%.
Cc1cccc(NC(=O)Nc2ccc(C)c(C)c2)n1 was read as Menin-MLL TR inh 0%, USP2a inh 5%, BCR signal inh inconclusive, GALK inhibitor 0%, MBNL1-CUG inh 3%, PKM2 activator -6%, Mito fusion act 5%, ASM inhibitor -1%, hERG WT inh 7, TSHR antag -1 and Eya2 inh 7%.
CN(CCc1ccccn1)C(=O)Nc1ccc(Cl)cc1 was read as Menin-MLL TR inh 0%, GALK inhibitor 3%, MBNL1-CUG inh 23%, PKM2 activator -1%, Mito fusion act -1%, ASM inhibitor 3% and hERG WT inh -30.
`CC(=O)Nc1ccc(NC(=O)CCc2nc3sc4c(c3c(=O)[nH]2)CCCC4)cc1` gave USP2a inh 1%, BCR signal inh -1%, Mito fusion act 0%, ASM inhibitor -2%, hERG WT inh -7, TSHR antag -2 and Eya2 inh 7%.
COC(c1ccccc1)c1nnc(CCC(=O)NC2CCCCC2)o1 (stereo not drawn) was read as Menin-MLL TR inh -7%, USP2a inh 0%, BCR signal inh -11%, GALK inhibitor -2%, MBNL1-CUG inh -7%, PKM2 activator -3%, Mito fusion act 3%, ASM inhibitor -3%, hERG WT inh -3, TSHR antag -3 and Eya2 inh 4%.
`CCn1nc(C(=O)Nc2cccc(S(=O)(=O)N3CCCC3)c2)c2ccccc2c1=O` gave USP2a inh 1%, BCR signal inh -12%, Mito fusion act 10%, ASM inhibitor -4%, hERG WT inh -10, TSHR antag -15 and Eya2 inh -10%.
For CC(=O)c1cccc(NC(=O)C(OC(=O)/C=C/c2ccc3c(c2)OCO3)c2ccccc2)c1 (stereo not drawn) the results were USP2a inh 4%, BCR signal inh inconclusive, GALK inhibitor -4%, MBNL1-CUG inh 13%, PKM2 activator 1%, Mito fusion act 4%, ASM inhibitor -1%, hERG WT inh -4, TSHR antag 6 and Eya2 inh inconclusive.
For COc1ccc(Oc2ncnc3c2ncn3Cc2ccccc2)cc1 the results were Menin-MLL TR inh -1%, GALK inhibitor -2%, MBNL1-CUG inh -5%, PKM2 activator -1%, Mito fusion act 3%, ASM inhibitor -3% and hERG WT inh 4.
For CCN(CC(=O)Nc1c(F)cccc1F)C(=O)c1ccc2c(c1)OCO2 the results were USP2a inh -1%, BCR signal inh inconclusive, Mito fusion act -1%, ASM inhibitor -2%, hERG WT inh 6, TSHR antag 23 and Eya2 inh 16%.
Screening O=C(Nc1ccccc1)c1ccc(NC2CCCCC2)c(S(=O)(=O)N2CCOCC2)c1 returned Menin-MLL TR inh -6%, USP2a inh -9%, BCR signal inh 13%, GALK inhibitor 1%, MBNL1-CUG inh 8%, PKM2 activator 0%, Mito fusion act 21%, ASM inhibitor -4%, hERG WT inh 1, TSHR antag -4 and Eya2 inh -13%.
Screening O=C(Nc1ccc2c(c1)nc1n2CCN(Cc2ccccc2)C1)c1cccs1 returned USP2a inh 1%, BCR signal inh inconclusive, GALK inhibitor -5%, MBNL1-CUG inh 0%, PKM2 activator -11%, Mito fusion act -3%, ASM inhibitor 6%, hERG WT inh -3, TSHR antag -7 and Eya2 inh 4%.
`CCOC(=O)C1(Cc2ccc(Cl)cc2)CCN(C(=O)c2cscn2)CC1` gave Menin-MLL TR inh inconclusive, USP2a inh 4%, BCR signal inh -16%, GALK inhibitor 0%, MBNL1-CUG inh inconclusive, PKM2 activator -2%, Mito fusion act 14%, ASM inhibitor 3%, hERG WT inh 9, TSHR antag -14 and Eya2 inh -2%.
For CCOC(=O)c1cnc2ccc(OCC)cc2c1NCc1ccccc1OC the results were Menin-MLL TR inh -8%, USP2a inh 1%, BCR signal inh 0%, GALK inhibitor 2%, PKM2 activator 1%, Mito fusion act 1%, hERG WT inh -15, TSHR antag -35 and Eya2 inh 6%.
Screening COC(=O)c1ccc2c(=O)n(CCN3CCOCC3)c(SCC(=O)NCc3ccccc3)nc2c1 returned Menin-MLL TR inh -15%, USP2a inh -3%, BCR signal inh -2%, GALK inhibitor -1%, MBNL1-CUG inh 3%, PKM2 activator -20%, Mito fusion act 1%, ASM inhibitor 1%, hERG WT inh -12, TSHR antag -6 and Eya2 inh 5%.
NS(=O)(=O)c1ccc(CNS(=O)(=O)c2ccc3c(c2)OCCO3)cc1 was read as USP2a inh 2%, BCR signal inh -7%, GALK inhibitor 2%, MBNL1-CUG inh -2%, Mito fusion act -1%, ASM inhibitor -1%, hERG WT inh 11, TSHR antag -1 and Eya2 inh 10%.
For COc1ccc(CCNC(=O)c2ccc(Cl)c(S(=O)(=O)N3CCCC3)c2)cc1 the results were USP2a inh -2%, BCR signal inh -1%, Mito fusion act 7%, ASM inhibitor -3%, hERG WT inh -2, TSHR antag -18 and Eya2 inh 19%.
Screening COc1ccc(/C=N/Nc2nonc2N)cc1OC returned Menin-MLL TR inh inconclusive, USP2a inh -1%, BCR signal inh -8%, GALK inhibitor 3%, MBNL1-CUG inh inconclusive, PKM2 activator 9%, Mito fusion act 1%, ASM inhibitor 3%, hERG WT inh 8, TSHR antag 20 and Eya2 inh 0%.
CCOC(=O)CC(=O)Nc1ccccc1C(=O)O was read as Menin-MLL TR inh 12%, USP2a inh 0%, BCR signal inh 0%, GALK inhibitor 3%, MBNL1-CUG inh -17%, PKM2 activator 0%, Mito fusion act -1%, ASM inhibitor 0%, hERG WT inh 1, TSHR antag -3 and Eya2 inh 8%.
Screening CCOc1cccc(/C(O)=C2/C(=O)C(=O)N(CCOC)C2c2ccncc2)c1 (stereo not drawn) returned Menin-MLL TR inh 2%, USP2a inh 1%, BCR signal inh -1%, GALK inhibitor 2%, MBNL1-CUG inh 12%, PKM2 activator -3%, Mito fusion act -4%, ASM inhibitor -5%, hERG WT inh 10, TSHR antag 14 and Eya2 inh 0%.
For COc1ccc(CNC(=O)C2CCN(S(=O)(=O)c3cccnc3)CC2)cc1 the results were USP2a inh 4%, BCR signal inh 4%, GALK inhibitor -1%, MBNL1-CUG inh -8%, Mito fusion act 2%, ASM inhibitor 0%, hERG WT inh -4, TSHR antag 26 and Eya2 inh -8%.
Screening CC(NC(=O)c1ccc(S(=O)(=O)Nc2ccccc2Cl)cc1)c1ccncc1 (stereo not drawn) returned USP2a inh -6%, BCR signal inh -10%, ASM inhibitor 4%, hERG WT inh 3, TSHR antag 10 and Eya2 inh 4%.
Screening CC(C)N1CCN(Cc2ccc(Sc3nncn3C)o2)CC1CCO (stereo not drawn) returned USP2a inh 6%, BCR signal inh 0%, GALK inhibitor -2%, MBNL1-CUG inh -9%, PKM2 activator -3%, Mito fusion act 0%, ASM inhibitor 0%, hERG WT inh -1, TSHR antag 28 and Eya2 inh inconclusive.
O=C1NC2(CCCC2)N=C1c1ccc(Cl)cc1 was read as Menin-MLL TR inh -1%, USP2a inh 7%, BCR signal inh inconclusive, GALK inhibitor -1%, MBNL1-CUG inh -2%, PKM2 activator -1%, Mito fusion act 3%, ASM inhibitor -3%, hERG WT inh -6, TSHR antag -9 and Eya2 inh -5%.

From PubChem BioAssay

An excerpt; count on the stated rates, not on these rows.
